FBW7 activator – human FBW7 E3 ligase activation, primary screen; Q969H0; AID 1259310; actives 0.13% (n = 650,000); AlphaScreen FBW7–phospho-cyclin E peptide binding, activator screen; normalized activity (activation), % at 26.1 µM; in the data active = normalized activity above about 1.9%;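 note: purified mutant Fbw7 with reduced substrate affinity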
GPR151 ag – activates the human receptor GPR151. AID 1508602. PathHunter beta-arrestin GPR151 cells, luminescence. Q8TDV0. actives 1% (n = 650,000). activation, % at 11.2 µM; in the data active = activation above about 4.9%;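 note: 0% = median of compound wells and 100% = cells with positive control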
Target sequence (Q8TDV0 whole entry, looked up): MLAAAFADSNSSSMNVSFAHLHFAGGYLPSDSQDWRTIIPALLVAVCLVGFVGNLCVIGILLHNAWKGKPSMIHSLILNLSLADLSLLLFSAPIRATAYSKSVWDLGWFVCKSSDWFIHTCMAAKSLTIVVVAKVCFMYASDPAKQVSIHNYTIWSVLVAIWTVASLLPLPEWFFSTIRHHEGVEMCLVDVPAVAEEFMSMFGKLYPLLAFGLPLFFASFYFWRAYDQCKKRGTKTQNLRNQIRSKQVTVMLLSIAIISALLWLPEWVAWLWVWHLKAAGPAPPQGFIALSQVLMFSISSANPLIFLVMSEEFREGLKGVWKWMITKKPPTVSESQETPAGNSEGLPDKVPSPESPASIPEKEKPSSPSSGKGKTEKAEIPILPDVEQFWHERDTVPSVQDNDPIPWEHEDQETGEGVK
MITF primary – inhibitors of human MITF; actives 0.91% (n = 650,000); inhibition, % at 2.6 µM; AlphaScreen MITF homodimerization, bead proximity signal; in the data active = inhibition above about 50%;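 note: 0% = vehicle wells with protein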
Target sequence (O75030 whole entry, looked up): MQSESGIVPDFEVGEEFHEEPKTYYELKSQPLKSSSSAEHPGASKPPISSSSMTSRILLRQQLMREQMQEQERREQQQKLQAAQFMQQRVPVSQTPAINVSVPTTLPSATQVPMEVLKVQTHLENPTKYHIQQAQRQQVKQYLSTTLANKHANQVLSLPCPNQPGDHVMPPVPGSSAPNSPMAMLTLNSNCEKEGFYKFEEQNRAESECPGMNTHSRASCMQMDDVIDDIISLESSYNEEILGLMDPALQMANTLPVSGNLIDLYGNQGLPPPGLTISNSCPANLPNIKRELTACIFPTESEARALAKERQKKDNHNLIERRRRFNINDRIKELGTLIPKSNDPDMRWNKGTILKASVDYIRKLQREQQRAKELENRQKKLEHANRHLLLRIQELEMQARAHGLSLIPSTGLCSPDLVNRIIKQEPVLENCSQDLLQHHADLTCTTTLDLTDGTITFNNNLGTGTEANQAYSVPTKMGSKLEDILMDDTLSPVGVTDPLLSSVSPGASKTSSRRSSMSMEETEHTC
TEAD-YAP inh – TEAD-YAP interaction inhibition. inhibition, % at 9.12 µM. actives 1.4% (n = 640,000). AID 1259422. HEK-TIYL cells, TEAD-Gal4/YAP UAS-luciferase luminescence; in the data active = inhibition above about 32%;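 note: 0% = median of test compound wells and 100% = reference inhibitor wells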
Starred values were filed as active, the others as inactive.

Values in the order: FBW7 activator, GPR151 ag, MITF primary, TEAD-YAP inh
> Cc1ccnc(NC(=O)Cn2c(=O)oc3cc(S(=O)(=O)N4CCCC4)ccc32)c1
    -0.1, -0.7, 5.4, -0.9
> CCCCCCCc1ccc(C(=O)NNC(=O)c2ccccc2Br)cc1
    0.2, -0.8, 4.4, 13.1
> Cc1ccc([N+](=O)[O-])cc1NC(=O)C1CC(Cl)=CCC1C(=O)O (stereo not drawn)
    -0.1, 0.1, -6.2, -4.4
> CCOC(=O)c1oc2c(O)c(O)ccc2c(=O)c1-c1nncn1-c1ccccc1
    -1.3, 0.3, 82.4*, 1.4
> COc1ccc2nc(N3C(=O)C(O)=C(C(=O)c4ccco4)C3c3ccco3)sc2c1 (stereo not drawn)
    -0.4, -0.7, 18.4, -24.1
> O=C(NC(C(=O)N1CCCC1)C12CC3CC(CC(C3)C1)C2)c1ccc([N+](=O)[O-])cc1 (stereo not drawn)
    -0.2, 2.8, 12.9, -2.9
> O=C(Nc1ccc(Cl)cc1)c1ccc(S(=O)(=O)N2CCc3ccccc3C2)cc1
    0.1, -0.4, -7.4, -11.2
> CCCc1cc(=O)oc2cc(OCC(=O)Nc3ccc4c(c3)OCCO4)ccc12
    0.1, 0.9, 9.9, -0.3
> COc1ccc([N+](=O)[O-])cc1N(CC(=O)N1CCCCC1)S(C)(=O)=O
    0.0, 1.3, 14.1, 2.9
> COc1ccc(NC(=O)Nc2ccc(NS(=O)(=O)c3ccc(C)cc3)cc2)cc1OC
    0.5, -1.3, 27.2, 3.3
> CC(C)(C)C(=O)COC(=O)c1cc(-c2ccncc2)nc2ccccc12
    0.5, -1.8, 5.8, 4.5
> COc1ccc(C2C(C#N)=C(N)N(N(C)C)C3=C2C(=O)CCC3)cc1 (stereo not drawn)
    0.1, 2.0, -4.4, 11.3
> O=C(O)c1ccc(NC(=O)c2ccc(Oc3ccccc3)cc2)cc1
    -0.3, -1.1, 12.8, 39.1*
> CCCCC(CC)C(=O)Nc1ccc(Cl)cn1 (stereo not drawn)
    -0.1, 0.2, -1.7, -3.7
> Nc1cc(C(=O)OCC(=O)Nc2cccc(S(N)(=O)=O)c2)ccc1Cl
    -0.1, 6.4*, 9.2, 1.9
> Cc1ccccc1OCC(=O)Nc1ccc(S(=O)(=O)Nc2onc(C)c2C)cc1
    0.4, -0.5, 3.3, 5.0
> CCOC(=O)c1ccccc1NC(=O)/C=C/c1ccc(OC)cc1
    0.0, -0.3, 8.3, 4.7
> O=C(Nc1ccccn1)c1cccc(S(=O)(=O)N2CCOCC2)c1
    -0.1, 0.0, 2.0, -3.6
> O=C(c1ccco1)N1N=C(c2ccc(Cl)cc2)CC1c1ccco1 (stereo not drawn)
    -0.1, 0.4, 10.1, 5.0
> COC(=O)CN1C(=O)C2C3CCC(C3)C2C1=O (stereo not drawn)
    -0.1, 0.4, 9.0, 4.3
> COC(=O)C1=C(C)N(CC2CCCO2)C(=O)/C1=C\c1ccc(OC)cc1OC (stereo not drawn)
    0.6, -0.5, 15.3, -1.8
> O=C(CCc1cccnc1)NCc1nnc2n1CCN(C/C=C/c1ccco1)CC2
    -0.1, -0.3, 5.8, 4.7
> CC(C)[C@@H]1NC(=O)[C@H]2CN(C(=O)c3ccc(F)cc3)CCN2C1=O
    0.3, -0.8, 19.5, 1.6
> CCOc1ccc(/C=c2\sc3ncnn3c2=O)cc1OC
    -0.1, -0.1, 0.0, -1.5
> CCOC(=O)CCN(Cc1cc(OC)ccc1OC)C(=S)Nc1ccc(C)cc1
    -0.2, -0.8, 7.1, -8.8
> CCOc1ccc(S(=O)(=O)N2CCC(c3ccccc3)CC2)cc1C(=O)O
    0.7, -2.1, -16.4, 4.9
> COc1ccc(CCNC(=O)c2nc(-c3cccnc3)no2)c(OC)c1
    -0.2, 0.3, -5.8, -20.9
> Cc1nn(-c2cccc(Cl)c2)c(Cl)c1C=O
    -0.1, -2.4, 8.0, 10.6
> CCOc1ccc(NC(=O)CN2C(=O)NC(CCc3ccccc3)C2=O)cc1OCC (stereo not drawn)
    0.0, -0.5, 6.4, 6.3
> COc1cc(NC(=O)c2ccccc2C)c(OC)cc1NC(C)=O
    -0.2, -1.1, 0.4, -0.6
> Cc1ccccc1-n1nc2c(c1NC(=O)C(C)C)CS(=O)(=O)C2
    0.1, 0.8, 6.3, -4.4
> Cc1c(C(=O)Nc2ccccn2)sc2ncnc(N3CCN(c4ccccc4)CC3)c12
    0.0, 3.1, 2.2, -6.0
> Cc1cccc(NC(=O)Cn2c(=O)oc3cc(S(=O)(=O)N4CCCCCC4)ccc32)c1
    0.1, 0.5, -19.9, 12.7
> CC(=O)Nc1nonc1N1C(=N)S/C(=C\c2ccc(-c3cccc(Cl)c3Cl)o2)C1=O
    0.0, -0.5, 3.8, -7.2
> COc1ccc(NC(=O)NC(C)c2c(-n3cccc3)sc3c2CCN(C)C3)c(OC)c1 (stereo not drawn)
    -0.2, 0.4, 7.6, 6.6
> CCOc1ccc(C(=O)N(c2ccc(Cl)cc2)C2C=CS(=O)(=O)C2)cc1OCC (stereo not drawn)
    0.1, -0.4, 8.0, 4.6
> COc1ccc(/C=C2\N=C(c3ccc(C)c([N+](=O)[O-])c3)OC2=O)cc1OC(C)=O
    0.0, 1.8, -2.3, -1.7
> CCOC(=O)c1ccc(OCC2c3cc(OC)c(OC)cc3CCN2C(=O)Nc2cccc(C)c2)cc1 (stereo not drawn)
    -0.1, 2.3, 4.8, -8.8
> Cc1cc(C(=O)N/N=C/c2sccc2C)c(C)o1
    0.0, -2.3, -6.8, -44.0
> O=[N+]([O-])c1ccccc1OCCCCN1CCNCC1
    0.0, -0.1, 67.3*, -9.6

Part of the list above, as labelled records:
> CC(C)[C@@H]1NC(=O)[C@H]2CN(C(=O)c3ccc(F)cc3)CCN2C1=O
- FBW7 activator: 0.3
- GPR151 ag: -0.8
- MITF primary: 19.5
- TEAD-YAP inh: 1.6
> Cc1cc(C(=O)N/N=C/c2sccc2C)c(C)o1
- FBW7 activator: 0.0
- GPR151 ag: -2.3
- MITF primary: -6.8
- TEAD-YAP inh: -44.0

Next part
Values in the order: FBW7 activator, GPR151 ag, MITF primary, TEAD-YAP inh
> O=C(CCCCC(=O)Nc1ccc2c(c1)OCCO2)Nc1ccc2c(c1)OCCO2
    -0.1, 5.1*, 2.2, 8.9
> Cc1oc2c(C)c(O)c(CN(C)C)cc2c(=O)c1-c1cnn(-c2ccccc2)c1
    0.0, -0.4, 14.5, 4.3
> O=C(CCC(=O)c1ccccc1)NC1=NCCS1
    -0.1, 0.9, -0.2, 8.8
> CC(C)Oc1ccc(C(=O)Oc2cc(=O)oc3ccccc23)cc1
    0.0, -1.1, -20.2, 1.7
> Nc1ccc(Oc2ccc(N)cc2Br)c(Br)c1
    0.0, -0.5, -10.3, -3.6
> O=C(Cc1cn2ccsc2n1)N/N=C/c1cccc(O)c1
    -0.3, 1.1, 16.8, -5.7
> CCOC(=O)C(Cc1c[nH]c2ccccc12)NC(=O)c1ccco1 (stereo not drawn)
    0.0, -0.6, -24.1, -7.4
> Cc1cc2nc(CN(C)Cc3c(C(=O)N(C)C)nc4ccc(Cl)cn34)[nH]c2cc1C
    0.5, -0.3, 14.3, -7.7
> NC(=O)c1ccccc1NC(=O)c1ccccc1CCc1ccccc1
    -0.2, 0.9, 0.8, -1.2
> CCOc1cccc2sc(N(CCCN(C)C)C(=O)CN3C(=O)CCC3=O)nc12
    0.0, -1.4, -0.6, 1.7
> CCn1cc(Br)c(C(=O)OCC23COC(c4ccc(OC)cc4)C(C(C)=CC2C)C3C)n1 (stereo not drawn)
    0.1, 2.6, 2.9, 3.3
> COC(=O)C1=C(C)N(C)C(=O)NC1c1cc(Cl)c(O)c(OC)c1 (stereo not drawn)
    0.0, -1.1, -4.5, -4.2
> CCOC(=O)N1CCN(Cc2c(C)[nH]c3ccccc23)CC1
    -0.1, -0.4, -8.0, -1.2
> COc1ccc(/C=C(/NC(=O)c2ccco2)C(=O)Nc2cccc(O)c2)cc1
    -0.1, -0.5, 12.1, 0.6
> CC(=O)N(C)c1ccc(NC(=S)Nc2ccccc2)cc1
    0.1, 1.0, -8.0, 0.6
> Cc1[nH]c2ccccc2c1/C=N/Nc1nncn1N
    -0.5, -0.5, 3.9, 19.4
> O=C(NCc1ccccc1)C1COc2ccccc2O1 (stereo not drawn)
    -0.1, 0.0, -7.5, -17.4
> CC(C)=CC(=O)Nc1nnc(-c2ccccc2F)s1
    0.4, 0.8, 6.4, -25.9
> COc1cc(C(=O)Nc2nc(C)c(C(=O)Nc3nnc(C)s3)s2)cc(OC)c1OC
    -0.1, -0.9, 0.9, -2.3
> O=S(=O)(NCCO)c1ccc2c(c1)C(=NO)c1cc(S(=O)(=O)NCCO)ccc1-2
    -0.1, 0.8, -1.3, -4.6
> c1nc(NCc2ccc3c(c2)OCO3)cc(Nc2ccc(N3CCOCC3)cc2)n1
    0.1, -0.3, 3.3, -8.9
> COC(=O)c1ccc(/C=N/NC(=O)C(=O)NC(C)(C)C)cc1
    0.1, -1.8, 5.9, -6.0
> COCCN(C1CCN(c2nc(C)cc(C)n2)CC1)S(=O)(=O)c1cccs1
    -0.1, 2.4, 7.3, -4.5
> COc1ccccc1-n1nnc(C(=O)Nc2ccc(C)cc2)c1N
    0.5, 0.3, 10.5, -62.4
> CN(C)c1ccc(/C=C2/C(=O)NN(c3ccc(F)c(Cl)c3)C2=O)cc1
    0.3, -0.7, 9.4, 9.3
> Cc1ccc(-c2nnc(OCc3ccccc3)c3ccccc23)cc1S(=O)(=O)N(C)C
    0.2, -0.7, 20.8, -1.3
> COc1ccc(Br)cc1/C=C1\SC(=S)NC1=O
    -0.3, -1.0, -2.4, -0.7
> Cc1cnc(-c2ccc(C(=O)N3CCN(C)CC3)cc2)nc1NCc1nc2ccccc2[nH]1
    0.2, 1.8, 10.3, 10.8
> CCOCC(=O)Nc1nnc(Cc2ccc(OC)cc2)s1
    0.4, -0.1, 5.7, -0.8
> O=[N+]([O-])c1ccc(S(=O)(=O)Nc2cccc(-c3nc4ccccc4o3)c2)cc1
    -0.1, -0.7, 2.6, 1.9
> CCN(CC)CCNC(=O)C1CCCN(c2nc3ccc(OC)cc3s2)C1 (stereo not drawn)
    -0.1, 2.6, 3.2, 1.9
> Oc1c(C(c2cccc(F)c2)N2CCOCC2)sc2ncnn12 (stereo not drawn)
    -0.1, -2.4, 10.7, -4.5
> C/C(=N/NC(=O)c1cccs1)c1ccc([N+](=O)[O-])cc1
    0.0, -1.3, 25.6, -42.7
> CCCCN(C)CCNC(=O)c1cc2c(=O)n(C)c3ccccc3c2n1C
    -0.1, 0.5, -9.2, -15.4
> Cc1cc2c(cc1C)/C(=C\C(N)=O)NC(C)(C)C2
    0.1, 1.0, 15.0, 15.0
> COc1cc(C(=O)Nc2nc3c(s2)CC(C)CC3)cc(OC)c1OC (stereo not drawn)
    0.0, -0.6, 1.6, 6.6
> CN(C(=O)c1coc(=O)c2ccccc12)c1ccccc1Cl
    0.0, -1.0, -9.1, 15.8
> COCCn1c(CCCO)nc2ccccc21
    0.3, 2.3, 4.0, 17.2
> CC(=O)c1ccc(NC(=O)C2CCCN(S(=O)(=O)c3cnc[nH]3)C2)cc1 (stereo not drawn)
    0.7, -1.0, 15.0, -13.6
> COc1ccc(NC(=O)CSc2nc(N)c3cc4c(nc3n2)CCCC4)c(OC)c1
    0.2, 0.0, 8.2, -16.7
> O=C(NCc1ccco1)C(=O)NCC1OCCc2ccccc21 (stereo not drawn)
    0.2, -0.5, 5.3, -4.3
> CCOC(=O)c1sc2ncn(Cc3ccccc3)c(=O)c2c1C
    -0.1, 0.2, 5.5, 2.7
> C[C@@H](Cn1nc(-c2cccs2)oc1=O)NC(=O)CCc1n[nH]c(=O)c2ccccc12
    -0.1, -0.7, 8.0, 6.0
> CC(Oc1ccc(Cl)cc1Cl)C(=O)NNC(=O)c1ccncc1 (stereo not drawn)
    -0.1, 0.3, -2.7, 6.3
> Cc1nnc(NC(=O)CCN2C(=S)NC(C)(C)CC2C)s1 (stereo not drawn)
    0.3, -1.4, 15.5, 10.7
> COc1ccccc1OCCOc1ccc(-c2nc3sc4c(c3c(=O)[nH]2)CCCC4)cc1OC
    -0.1, 2.6, -2.8, -10.3
> Cn1cc(CN[C@H]2C[C@H]3C(=O)N[C@@H](CCCCN)C(=O)N3C2)c(-c2ccccc2)n1
    -0.1, 0.3, 6.9, 11.8
> Cc1cccc(/C(C#N)=C\c2cccn2C)c1
    -0.1, 1.2, -13.5, 9.3
> COc1cc2ncn(CC(N)=O)c(=O)c2cc1OC
    0.7, -0.7, 6.6, -6.8
> CCN1C(=O)CC(N2CCN(c3ccc(Cl)cc3)CC2)C1=O (stereo not drawn)
    0.1, -1.0, 4.0, -6.6
> COc1cc(C2C(C#N)=C(N)OC3=C2C(=O)CCC3)ccc1O (stereo not drawn)
    0.1, 1.1, 10.2, 5.8
> CCOC(=O)C1CCN(Cc2c(NC(=O)c3ccco3)sc(C)c2C)CC1
    0.0, -1.1, 19.2, -8.4
> COc1ccc(OC)c(C2C=C(c3ccc(C(C)C)cc3)Nc3nnnn32)c1 (stereo not drawn)
    0.0, -0.1, 11.2, 7.3

Record cards (already shown). Order of values: FBW7 activator, GPR151 ag, MITF primary, TEAD-YAP inh
COc1cc(C(=O)Nc2nc(C)c(C(=O)Nc3nnc(C)s3)s2)cc(OC)c1OC in the list: -0.1, -0.9, 0.9, -2.3
CC(=O)c1ccc(NC(=O)C2CCCN(S(=O)(=O)c3cnc[nH]3)C2)cc1 (stereo not drawn) in the list: 0.7, -1.0, 15.0, -13.6
Cc1ccccc1OCC(=O)Nc1ccc(S(=O)(=O)Nc2onc(C)c2C)cc1 in the list: 0.4, -0.5, 3.3, 5.0
O=[N+]([O-])c1ccc(S(=O)(=O)Nc2cccc(-c3nc4ccccc4o3)c2)cc1 in the list: -0.1, -0.7, 2.6, 1.9
